High-throughput results (PubChem BioAssay)
PPARg SRC-2 ag: promotes SRC-2 coactivator recruitment by human PPARgamma; P37231; PPARgamma LBD-SRC-2 recruitment, biochemical; activation, % at 8 µM; hit rate 0.34% among 200,000; AID 1032; in the data active = activation above about 22%;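 note: 0% = vehicle and 100% = reference agonist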
Target sequence (P37231 whole entry, looked up, the tested form may be a part): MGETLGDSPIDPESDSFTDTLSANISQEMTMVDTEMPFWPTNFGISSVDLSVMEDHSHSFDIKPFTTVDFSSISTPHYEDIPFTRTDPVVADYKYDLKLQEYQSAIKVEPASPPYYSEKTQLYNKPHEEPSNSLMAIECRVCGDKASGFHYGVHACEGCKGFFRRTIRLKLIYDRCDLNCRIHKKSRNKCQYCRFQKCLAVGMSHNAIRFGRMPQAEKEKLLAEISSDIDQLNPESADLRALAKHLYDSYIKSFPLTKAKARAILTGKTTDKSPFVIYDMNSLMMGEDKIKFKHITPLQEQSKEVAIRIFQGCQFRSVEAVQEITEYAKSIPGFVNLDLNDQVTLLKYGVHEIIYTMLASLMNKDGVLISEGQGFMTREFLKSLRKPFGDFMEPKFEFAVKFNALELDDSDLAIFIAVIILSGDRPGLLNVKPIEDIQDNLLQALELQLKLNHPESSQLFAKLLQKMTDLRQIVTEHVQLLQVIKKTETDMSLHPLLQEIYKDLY
bIAP inh: intestinal alkaline phosphatase (bovine) inhibition. purified bovine IAP, CDP-star luminescence, 30 min. inhibition, % at 20 µM. 190,000 tested, under 10 active. AID 1019;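 active = over 50% inhibition of intestinal alkaline phosphatase at 20 µM in the single-dose screen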
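Assay system: bovine IAP enzyme; medium: DEA buffer 100 mM, pH 9.8, with MgCl2 1.0 mM, ZnCl2 0.02 mM; doses: 20 µM single dose; incubation: enzyme reaction for 30 min at room temperature; detection: CDP-star luminescence signal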
TR-FRET SRC-2 ct: TR-FRET artefact, counter-screen to PPARgamma/SRC-2 agonist assay | hit rate 0.4% among 200,000 | TR-FRET ratio at 8 µM | active compounds read high; in the data active = TR-FRET ratio above about 2000; note: inactives centre near 1500
TNAP act hi DEA: activators of human TNAP at high phosphate acceptor concentration. 200,000 tested, under 10 active. purified TNAP, CDP-star luminescence, 1 M DEA, 30 min; active compounds read high; 0 = EDTA background, 1 = DMSO-only activity. P05186. activation factor at 20 µM;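 active = activation factor at least 2 at 20 µM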
Target sequence (P05186 whole entry, looked up): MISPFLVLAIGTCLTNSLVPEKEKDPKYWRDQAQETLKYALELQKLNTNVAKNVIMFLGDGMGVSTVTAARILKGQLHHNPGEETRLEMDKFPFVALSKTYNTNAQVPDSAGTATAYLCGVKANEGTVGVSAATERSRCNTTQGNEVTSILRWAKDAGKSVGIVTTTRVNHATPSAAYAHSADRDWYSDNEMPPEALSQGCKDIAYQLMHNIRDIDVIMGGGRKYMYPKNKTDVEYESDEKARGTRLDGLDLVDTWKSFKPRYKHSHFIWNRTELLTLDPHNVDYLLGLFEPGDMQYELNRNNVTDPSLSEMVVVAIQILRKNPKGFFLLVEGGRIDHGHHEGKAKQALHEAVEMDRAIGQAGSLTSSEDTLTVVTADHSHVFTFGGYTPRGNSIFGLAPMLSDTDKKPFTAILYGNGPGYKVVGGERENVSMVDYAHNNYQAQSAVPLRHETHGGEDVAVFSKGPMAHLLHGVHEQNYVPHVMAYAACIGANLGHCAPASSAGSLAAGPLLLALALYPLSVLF
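Control set: EDTA negative control, DMSO positive control / Assay system: human TNAP / Quantity: TNAP 1/800 final / Evaluation: TNAP activation factor scaled between EDTA and DMSO control wells / Measured by: luminescent substrate turnover signal / Compound dosing: one dose, 20 µM / Times: 30 min enzyme reaction at room temperature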
PPARg SRC-1 ag: promotes SRC-1 coactivator recruitment by human PPARgamma; hit rate 0.41% among 200,000; PPARgamma-SRC-1 coactivator recruitment biochemical assay; activation, % at 8 µM; in the data active = activation above about 19%;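 note: 0% = DMSO and 100% = reference agonist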
TNAP inh noacc: blocks human TNAP activity with no phosphate acceptor present | purified TNAP, CDP-star luminescence, 30 min | inhibition, % at 20 µM | hit rate 0.26% among 200,000;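 active = tissue-nonspecific alkaline phosphatase inhibition above about 50% at 20 µM in the single-dose screen, limit read from the data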;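 note: 0% = DMSO negative control and 100% = EDTA positive control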
HMGR II inh: E. faecalis class II HMG-CoA reductase inhibition; purified E. faecalis HMGR, NADPH absorbance 340 nm kinetic; inhibition, % at 10 µM; hit rate 0.41% among 190,000; AID 1066;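 active = inhibition above a set limit, the median over all tested compounds plus 3 SD, cut at about 9.5% in these data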;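 note: enzyme runs in reverse so mevalonate oxidation gives rising NADPH absorbance; 0% = complete reaction with DMSO and 100% = background rate lacking mevalonate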
TNAP inh hiacc: blocks human TNAP under high phosphate acceptor concentration | P05186 | purified TNAP, CDP-star luminescence, 1 M DEA | inhibition, % at 20 µM | hit rate 0.03% among 200,000;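 active = over 50% inhibition of tissue-nonspecific alkaline phosphatase at 20 µM in the single-dose screen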;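 note: plate controls were DMSO wells for no effect and EDTA-quenched wells as full inhibition for full effect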
bIAP act: increases bovine intestinal alkaline phosphatase activity; purified bovine IAP, CDP-star luminescence, 30 min; active compounds read high; fold of DMSO-control signal, blank-subtracted; activation factor at 20 µM; hit rate 0.17% among 200,000; AID 1016;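 active = activation factor of 2 or more at 20 µM, a signal rise over negative controls twice the positive control's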
PPARg SRC-3 ag: agonists of human PPARgamma SRC-3 coactivator recruitment | hit rate 0.26% among 200,000 | P37231 | biochemical PPARgamma/SRC-3 coactivator recruitment assay | activation, % at 8 µM; in the data active = activation above about 23%;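 note: 0% = DMSO and 100% = reference agonist; some compounds past the cut are filed as inactive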
* = called active by the depositor. An unsorted share of the library; about 1.6% have a hit in one of these screens.

Order of results – TNAP act hi DEA	bIAP inh	PPARg SRC-1 ag	bIAP act	TNAP inh hiacc	PPARg SRC-3 ag	TNAP inh noacc	PPARg SRC-2 ag	TR-FRET SRC-2 ct	HMGR II inh
COc1ccc(Cl)cc1NC(=O)C/C(C)=N/NC(=O)Cc1ccccc1
    1.1	-1	-8	1	-5	0	-8	-1	1491	6
O=C(Nc1nccs1)c1ccc(CSc2nnnn2-c2ccccc2)cc1
    1	-9	-3	1.1	0	1	-3	11	1570	11*
COc1ccc2nc(NC(=O)CSc3nccc(C)n3)sc2c1
    1	9	-1	0.9	-4	-7	-11	-10	1436	-6
COc1cc(NS(=O)(=O)c2ccc(Br)cc2)c(OC)cc1NC(=O)c1ccco1
    1	-4	12	1	-2	4	-8	6	1778	-1
CSc1nnc(C)c(=O)n1COC(=O)COc1ccccc1F
    1	-2	-8	1	-2	1	0	0	1315	-3
Cc1ccc(CN2CCN(/N=C/c3cc(Br)cc(Br)c3O)CC2)cc1
    1.1	-4	-5	1	-5	-2	-5	-1	1506	-4
O=S(=O)(c1ccc(F)c(F)c1F)N1CCN(C(=S)NCc2ccccc2)CC1
    1	-9	8	1.1	0	5	-6	-2	1582	3
CN(C)C(=O)CN1CCN(c2nc3nonc3nc2N2CCCCC2)CC1
    1	-3	-1	1	-5	0	-3	-3	1534	3
COc1ccc(-c2cc(C(=O)N3CCN(c4ccccc4)CC3)c3ccccc3n2)cc1OC
    1.1	-4	-5	1	-6	10	-2	12	1625	-3
c1ccc2c(c1)nc(N1CCOCC1)c1nncn12
    1.1	12	2	0.9	-6	7	-16	6	1511	-8
CCC(C)NC(=O)C1c2cc(OC)c(OC)cc2C(=O)N(C)C1c1ccc(OC)cc1 (stereo not given)
    1	8	-7	0.9	-5	2	-4	1	1556	2
O=S1(=O)N=C2CCCN2C(c2ccc(F)cc2)N1 (stereo not given)
    1.1	11	1	0.9	-6	6	-15	-1	1660	-7
CCOC(=O)C1=C(C)NC(=S)NC1c1cccs1 (stereo not given)
    1	6	-1	0.9	0	1	-13	0	1408	0
COC(=O)CN(c1ccccc1[N+](=O)[O-])S(=O)(=O)c1ccccc1
    1	13	1	0.9	-1	-3	0	-5	1455	1
CCOC(=O)/C=C1\CC(=O)Nc2cc(C)c(C)cc2N1
    1	7	7	0.9	3	-2	-3	5	1445	-6
CC(C)CC(NC(N)=O)C(=O)OCC(=O)Nc1ccc(OC(F)F)cc1 (stereo not given)
    1.1	-11	4	1.1	-6	1	-4	0	1486	-2
Cc1[nH][nH]c(=O)c1C=NCc1cccc(C(F)(F)F)c1
    1	-42	4	1.4	-3	0	-83	4	1704	-5
CC(=O)Nc1ccc(S(=O)(=O)NC(C(=O)O)C2=CCC=CC2)cc1 (stereo not given)
    1	-25	-11	1.2	-4	-2	-8	1	1566	-1
Cc1ccc(C(O)(c2ccccc2)c2ccccc2C(C)N(C)C)c(C)c1 (stereo not given)
    0.9	-2	-5	1	7	0	0	-8	1320	2
COC(=O)CN(c1cc([N+](=O)[O-])ccc1OC)S(C)(=O)=O
    1	-16	4	1.2	-4	1	-9	-2	1422	-4
CC(c1ccc(F)cc1)n1c(-c2cccs2)n[nH]c1=S (stereo not given)
    1.1	-6	12	1.1	-5	7	1	4	1549	0
CNC(=O)NC(=O)C(C)OC(=O)CCCc1nc2ccccc2s1 (stereo not given)
    1	8	-1	0.9	-4	6	-3	6	1712	-3
COc1ccc(Nc2ccc(N3C(=O)CCCC3=O)cc2[N+](=O)[O-])cc1OC
    0.8	-1	-6	1	18	0	16	-12	1552	-5
Cc1ccccc1NC(=O)CSC1=C(C#N)C(c2ccsc2)CC(=O)N1 (stereo not given)
    1	15	2	0.9	-4	1	-9	-2	1475	-8
CCOCCCNC(=O)C(c1ccc(Cl)cc1)N(Cc1cccs1)C(=O)CNC(C)=O (stereo not given)
    1	5	-3	0.9	3	4	-8	9	1518	-2
CC(C)C(c1nnnn1CCc1ccccc1)N1CCSCC1 (stereo not given)
    1	-10	3	1.1	1	0	-2	8	1638	4
O=C(COC(=O)/C=C/c1ccco1)Nc1ncc(Cl)cc1Cl
    1	-2	-5	1	1	-1	-6	-6	1382	4
COc1cccc(C2C(C(=O)Nc3ccc(C)cc3C)=C(C)Nc3ncnn32)c1OC (stereo not given)
    1	8	9	0.9	-3	-1	-6	4	1625	-3
O=C(CNC(=S)N(Cc1ccccc1)Cc1ccccc1F)NCCc1ccccc1
    1.1	-39	5	1.4	-10	-3	-23	10	1685	2
Cc1cc(NC(=O)CSc2nnc(-c3ccc(S(=O)(=O)N4CCCC4)cc3)n2C)no1
    1.1	2	4	1	-8	1	-6	-10	1630	2

Reformatted as tab-separated lines: entries from further up
Molecule	TNAP act hi DEA	bIAP inh	PPARg SRC-1 ag	bIAP act	TNAP inh hiacc	PPARg SRC-3 ag	TNAP inh noacc	PPARg SRC-2 ag	TR-FRET SRC-2 ct	HMGR II inh
c1ccc2c(c1)nc(N1CCOCC1)c1nncn12	1.1	12	2	0.9	-6	7	-16	6	1511	-8
CCC(C)NC(=O)C1c2cc(OC)c(OC)cc2C(=O)N(C)C1c1ccc(OC)cc1 (stereo not given)	1	8	-7	0.9	-5	2	-4	1	1556	2
O=S1(=O)N=C2CCCN2C(c2ccc(F)cc2)N1 (stereo not given)	1.1	11	1	0.9	-6	6	-15	-1	1660	-7
CCOC(=O)C1=C(C)NC(=S)NC1c1cccs1 (stereo not given)	1	6	-1	0.9	0	1	-13	0	1408	0
COC(=O)CN(c1ccccc1[N+](=O)[O-])S(=O)(=O)c1ccccc1	1	13	1	0.9	-1	-3	0	-5	1455	1
CCOC(=O)/C=C1\CC(=O)Nc2cc(C)c(C)cc2N1	1	7	7	0.9	3	-2	-3	5	1445	-6
CC(C)CC(NC(N)=O)C(=O)OCC(=O)Nc1ccc(OC(F)F)cc1 (stereo not given)	1.1	-11	4	1.1	-6	1	-4	0	1486	-2
Cc1[nH][nH]c(=O)c1C=NCc1cccc(C(F)(F)F)c1	1	-42	4	1.4	-3	0	-83	4	1704	-5
CC(=O)Nc1ccc(S(=O)(=O)NC(C(=O)O)C2=CCC=CC2)cc1 (stereo not given)	1	-25	-11	1.2	-4	-2	-8	1	1566	-1
Cc1ccc(C(O)(c2ccccc2)c2ccccc2C(C)N(C)C)c(C)c1 (stereo not given)	0.9	-2	-5	1	7	0	0	-8	1320	2
COC(=O)CN(c1cc([N+](=O)[O-])ccc1OC)S(C)(=O)=O	1	-16	4	1.2	-4	1	-9	-2	1422	-4
CC(c1ccc(F)cc1)n1c(-c2cccs2)n[nH]c1=S (stereo not given)	1.1	-6	12	1.1	-5	7	1	4	1549	0
CNC(=O)NC(=O)C(C)OC(=O)CCCc1nc2ccccc2s1 (stereo not given)	1	8	-1	0.9	-4	6	-3	6	1712	-3
COc1ccc(Nc2ccc(N3C(=O)CCCC3=O)cc2[N+](=O)[O-])cc1OC	0.8	-1	-6	1	18	0	16	-12	1552	-5
Cc1ccccc1NC(=O)CSC1=C(C#N)C(c2ccsc2)CC(=O)N1 (stereo not given)	1	15	2	0.9	-4	1	-9	-2	1475	-8
CCOCCCNC(=O)C(c1ccc(Cl)cc1)N(Cc1cccs1)C(=O)CNC(C)=O (stereo not given)	1	5	-3	0.9	3	4	-8	9	1518	-2

Going on with the list:
Order of results – TNAP act hi DEA	bIAP inh	PPARg SRC-1 ag	bIAP act	TNAP inh hiacc	PPARg SRC-3 ag	TNAP inh noacc	PPARg SRC-2 ag	TR-FRET SRC-2 ct	HMGR II inh
COC(=O)c1ccccc1NC(=O)CSc1nnnn1-c1ccc(C)cc1C
    1	7	2	0.9	-1	-8	-2	9	1432	2
O=C(Nc1nccs1)c1ccc(Cl)c(S(=O)(=O)N2CCCCC2)c1
    1	8	0	0.9	-3	-4	1	-4	1626	-8
COC(=O)Cc1c(O)ccn(Cc2ccc(OC)c(OC)c2)c1=O
    1.1	4	6	1	-7	2	-8	3	1739	-4
COCC(C)n1c(C)cc(C(=O)CSc2nnnn2-c2ccc(O)cc2)c1C (stereo not given)
    1	-21	6	1.2	0	3	1	2	1704	0
C=CCn1c(-c2cccc(OC)c2)n[nH]c1=S
    1	-36	7	1.4	1	6	19	10	1733	-2
Cc1[nH]c2ccccc2c1N=Nc1ccc(F)cc1
    1	16	3	0.8	4	5	1	5	1596	0
CC(CCc1ccccc1)NC(=O)/C=C/c1ccccc1 (stereo not given)
    1	10	-5	0.9	-2	-1	4	1	1495	-4
Cn1cccc1C(=O)C(=O)Nc1cccc(Cl)c1Cl
    1.1	12	3	0.9	-5	-6	-11	6	1540	-3
Cc1ccc(C)c(NC(=O)COC(=O)CC2c3ccccc3CCN2S(=O)(=O)c2ccc(F)cc2)c1 (stereo not given)
    1.1	23	6	0.8	-10	3	-29	9	1614	-8
CCc1ccc(/C=C/C(=O)c2ccc(S(=O)(=O)N(C)C)cc2)cc1
    1	4	3	1	1	-9	0	1	1407	-3
C=CCNC(=O)CC(=O)N/N=C/c1cccc(C)c1
    1	0	-4	1	1	-3	-12	-1	1334	-6
COCCCNC(=O)C1CC(=O)N(C2CCCC2)C1 (stereo not given)
    1.1	3	-1	1	-6	-6	-7	8	1487	-2
O=C(CSc1ncc(-c2ccccc2)[nH]1)Nc1ccccc1
    1	26	3	0.7	-2	1	1	-6	1314	-1
Cc1c(NC(=O)c2cc(-n3cnnc3)ccc2Cl)cccc1-c1nc2ccccc2s1
    1	-13	-1	1.1	2	-14	-3	-3	1411	3
CCOC(=O)Cc1csc2nc3sc(C)c(C)c3c(=O)n12
    1	11	-8	0.9	3	-5	-10	1	1395	-5
Cc1c(Cc2ccccc2)sc(NC(=O)/C=C/c2cccc3ccccc23)c1C(N)=O
    1	7	0	0.9	2	2	-5	-7	1419	-3
CCOC(=O)CSc1nc2sc(C)c(C)c2c(=O)n1N
    1.1	-3	5	1	-7	3	-11	1	1482	2
COc1cc(C)ccc1OCCOCCOc1cc(C)c(C)cc1Br
    1	20	4	0.8	4	5	2	-5	1448	0
Cn1cc(SCC(=O)Nc2nc3ccccc3s2)c2ccccc21
    1	8	2	0.9	0	-7	-2	2	1890	-2
COC(=O)c1ccc(CSc2nc3ccc(Cl)cc3[nH]2)o1
    1.1	3	4	1	-11	5	-21	4	1511	-5
COc1ccc(OCCC(=O)OCC(=O)NCc2ccccc2)cc1
    1	22	-6	0.8	0	0	-9	-5	1529	-2
COc1ccc(/C(C)=N/NC(=S)Nc2cc(C)ccc2C)cc1
    1	3	3	1	2	5	-26	7	1906	-1
COC(=O)C1=C(NC(=O)c2cccc(OC)c2)CCS1
    1	11	-1	0.9	-2	-3	-7	-2	1485	-7
